MmCpn inh = inhibitors of Methanococcus maripaludis chaperonin (MmCpn); purified Mm-Cpn ATPase, ADP Transcreener TR-FRET; Potency, µM (highest dose often 76.9 µM), inactives show top-dose activity, negative = inhibition, usual class: inhibitors; actives 0.031% (n = 330,000); further: potency means the concentration at half of the fitted maximal effect; on the % scale 0 is the no-effect control and ±100 the full control effect; nearly all actives have a fitted effect of over 80% in size
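ATPase read-out: TR-FRET ADP immunoassay (anti-ADP Eu cryptate vs ADP-d2), ex 320 nm, em 590/665 nm; signal drops as ADP forms. Enzyme 25 nM, ATP 10 uM, 30 min at 37°C after 10 min compound preincubation.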
S2 tox = viability counter-screen for ATXN expression inhibitors | S2 cells (HEK-293 line with an ATXN2-luciferase reporter) viability, CellTiter-Fluor protease fluorescence, 24 h | actives 0.49% (n = 400,000) | Potency, µM (titrated, usually from 56.7 µM), usual class: cytotoxic; further: potency means the concentration at half of the fitted maximal effect; nearly all actives have a fitted effect of over 40% in size
HepG2 viability = kills HepG2 cells in TGF-b inhibitor counter-screen; HepG2 CAGA-GFP viability, ATP luminescence, 18 h; Potency, µM (doses to about 46.1 µM), inactives show at the top dose activity change, negative = cytotoxicity, usual class: cytotoxic; actives 0.76% (n = 410,000); further: potency means the concentration at half of the fitted maximal effect; some results filed as inactive show a strong effect at the top dose
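CellTiter-Glo luminescence gave cytotoxicity after 18 hours at 37 degrees C. The cells were HepG2 CAGA-GFP in 1% FBS DMEM, stimulated with 500 pg/mL TGF-beta after compound addition. %Activity was normalised to no-cell wells (complete cell-killing) and DMSO (no toxicity), and curves were fitted and classified.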
TGFb SMAD3 inh = blocks TGF-b signaling. HepG2 CAGA-GFP TGF-b/SMAD3 reporter, GFP fluorescence, 18 h; TGF-beta stimulated, 500 pg/mL final. Potency, µM (highest dose often 46.1 µM), for the others: at the top dose activity, negative = inhibition, actives largely listed as inhibitors. actives 1.2% (n = 410,000). AID 588855; further: potency means the concentration at half of the fitted maximal effect; on the % scale 0 is the no-effect control and ±100 the full control effect; nearly all actives have a fitted effect of over 65% in size
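HEPG2 CAGA-GFP reporter cells (1000/well, DMEM with 1% FBS) received compounds, then recombinant TGF-beta at 500 pg/mL final for 18 hours at 37 degrees C. Per-cell GFP summed per well was normalised to unstimulated and stimulated DMSO controls before curve fitting.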
Nrf2 block = Nrf2 pathway inhibition. Potency, µM (titrated, usually from 46 µM), for the others: at the highest dose activity change, negative = inhibition, usual class: inhibitors. actives 2.1% (n = 360,000). A549 ARE-Fluc reporter, luciferase luminescence, 18-24 h; further: potency means the concentration at half of the fitted maximal effect; on the % scale 0 is the no-effect control and ±100 the full control effect; nearly all actives have a fitted effect of over 60% in size
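Nrf2 function is reported as luminescence of an ARE-controlled luciferase in A549 cells. Compounds were tested at several concentrations, and a CellTiter-Fluor read on the same wells flagged cytotoxicity.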
Nrf2 activator = Nrf2 pathway activation; AREc32 ARE-luciferase reporter (MCF7-derived line), luminescence, 24 h; actives 0.31% (n = 410,000); AID 624171; Potency, µM (highest dose often 46.1 µM), for inactives: at the top dose activation, hits mostly activators; further: potency means the concentration at half of the fitted maximal effect; % of control where 0% means no effect; nearly all actives have a fitted effect of over 65% in size
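Each well held 1000 AREc32 cells, which were incubated with compound for 24 hr at 37 deg C after overnight attachment, and ARE reporter activity was quantified by firefly luciferase luminescence.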
CCT modulator = modulators of cytosolic chaperonin (CCT/TRiC) activity; purified chaperonin ATPase assay, HTRF ADP detection, 30 min; activity change, % (no concentration beside the values), hits read low; actives 0.3% (n = 360,000); in the data active means activity change below about -30%; further: on the % scale 0 is the no-effect control and ±100 the full control effect
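ATPase activity: ADP formed was measured by HTRF Transcreener (665/615 nm ratio) after 30 min at 37 deg C with 10 uM ATP. Compounds screened at one 76 uM concentration against 40 or 20 nM TRiC in Tris pH 7.4/KCl/MgCl2/DTT buffer.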
A549 tox = kills or reduces viability of A549 cells in Nrf2 counter-screen | A549 ARE-Fluc cells, CellTiter-Fluor viability, 18-24 h | Potency, µM (top dose mostly 46 µM), for inactives: top-dose activity change, negative = cytotoxicity, usual class: inhibitors | actives 0.16% (n = 390,000); further: potency means the concentration at half of the fitted maximal effect; on the % scale 0 is the no-effect control and ±100 the full control effect
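A549 ARE-Fluc cells in 5% FBS OPTI-MEM, 5000 cells/well, rested 2 h then exposed to compounds in concentration-response for 18-24 h at 37 °C. Viability by CellTiter-Fluor fluorescence (Ex 405/Em 525) after 30 min; luciferase luminescence (BugLite, 15 min, RT) read afterwards.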
pAkt inh = Akt phosphorylation inhibition; Neuro2A IGF-stimulated pAkt S473 HTRF, 20 min; hits give low values; activity change, % for hits at 50 µM; actives 0.32% (n = 360,000); AID 651550; in the data active means activity change below about -80%; inconclusive means mostly about -51% to -80%; further: on the % scale 0 is the no-effect control and ±100 the full control effect
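Single-point screen (50 µM final compound) in Neuro2A cells stimulated 20 min with 6 nM IGF at 37 deg C. After lysis, Ser473-phosphorylated Akt read by HTRF (ex 330 nm, em 615/665 nm) as the 665/615 ratio.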
Starred values were filed as active, the others as inactive; i = inactive; ? = inconclusive; · = not tested or not shown; & = joins results of further samples; [ ] = dose if it differs, or a comment. Unless noted, the call rests on the fitted dose curve; in most records, active means well fitted curve in the direction sought with a large enough effect; inconclusive means small, poorly fitted or top-dose-only effect, or another doubt; inactive means no such curve, though single readings can be large; an effect the other way counts as inactive or inconclusive.

compound	MmCpn inh	S2 tox	HepG2 viability	TGFb SMAD3 inh	Nrf2 block	Nrf2 activator	CCT modulator	A549 tox	pAkt inh
Cc1cc(F)cc(-c2cc(C(=O)NCc3ccco3)[nH]n2)c1	·	i	-7%	0%	·	8.6%	1.3	·	·
COC(=O)c1cccnc1-n1c(=O)c2cccnc2n(Cc2cccc(C(F)(F)F)c2)c1=O	-3%	?	0%	0%	11%	0.3%	0.5	11%	i
CCOc1ccccc1C1C2C(=O)N(c3ccccc3)C(=O)C2ON1c1ccccc1 (stereo unspecified)	-1%	i	0%	1%	·	-0.6%	0.5	-2%	·
c1ccc(Cc2nnc3sc(-c4cccs4)nn23)cc1	-2%	i	-17%	-18%	-24%	4.1%	-1.9	-7%	i
CCOC(=O)c1cn(CC(=O)Nc2cccc(Cl)c2C)nn1	0%	i	-42%&-9%	-5%	?	-1.2%&-0.9%	-0.3	0%&-7%	i
CCCc1nc2ccc(C)cn2c1Cc1ccc(OC)cc1C	·	?	-30%	-2%	·	4.3%	-2.1	·	i
CC12CCCC(C(C#N)C(N)=O)(C1)NC(=O)C2C#N (stereo unspecified)	·	i	-3%	?	9%	1.6%	-2.2	14%	i
COC(=O)CN1C(=O)[C@@H]2[C@H](C1=O)[C@@H]1CC(C(=O)OC)=C[C@@H](C(=O)OC)C3C1=C(C(=O)C31CCCCC1)[C@@H]2C (stereo partly specified)	·	·	4%	-17%	?	·	·	-2%	·
CC1=NN2C(=N)/C(=C\c3ccc(SCc4ccccc4)o3)C(=O)N=C2S1	0%	i	-2%	1%	-17%	0.2%	-1.0	-24%	i
COc1ccc(C(=O)Nc2ccc(S(=O)(=O)N3CCCC3)cc2)c(OC)c1	1%	i	-1%	-7%	-27%	0.0%	-2.9	-1%	i
O=C1CC(N2CCC(O)(c3ccc(Cl)cc3)CC2)C(=O)N1 (stereo unspecified)	3%	i	4%	-12%	-3%	-0.2%	-0.9	6%	i
CCN1C(=O)C2(c3ccccc31)c1c(oc3ccc(C)cc3c1=O)C(=O)N2CCCOC(C)C (stereo unspecified)	·	i	0%	4%	-5%	-1.1%	·	-4%	·
COc1ccc(OC)c(-c2cc(C3CCN(c4cc(Cl)nc(N)n4)CC3)[nH]n2)c1	4%	i	-30%	?	?	1.6%	-2.2	-17%	i
NC(=O)c1ccsc1NC(=O)COC(=O)CCCOc1ccccc1	1%	i	-14%	-2%	-11%	0.0%	-2.3	-20%	i
CCc1nnc(NC(=O)C2CC(=O)N(Cc3ccco3)C2)s1 (stereo unspecified)	-1%	i	4%	-12%	0%	-0.9%	-2.3	-8%	i

Gathered by group, those above with a Cl atom.
compound	MmCpn inh	S2 tox	HepG2 viability	TGFb SMAD3 inh	Nrf2 block	Nrf2 activator	CCT modulator	A549 tox	pAkt inh
CCOC(=O)c1cn(CC(=O)Nc2cccc(Cl)c2C)nn1	0%	i	-42%&-9%	-5%	?	-1.2%&-0.9%	-0.3	0%&-7%	i
O=C1CC(N2CCC(O)(c3ccc(Cl)cc3)CC2)C(=O)N1 (stereo unspecified)	3%	i	4%	-12%	-3%	-0.2%	-0.9	6%	i
COc1ccc(OC)c(-c2cc(C3CCN(c4cc(Cl)nc(N)n4)CC3)[nH]n2)c1	4%	i	-30%	?	?	1.6%	-2.2	-17%	i

Later entries
compound	MmCpn inh	S2 tox	HepG2 viability	TGFb SMAD3 inh	Nrf2 block	Nrf2 activator	CCT modulator	A549 tox	pAkt inh
COC(=O)Cn1c(=NC(=O)CCS(=O)(=O)c2ccccc2)sc2c(OC)ccc(OC)c21	-7%	i	-5%	-18%	-16%	2.5%	-0.9	-1%	i
O=C(CCNS(=O)(=O)c1ccccc1)NNC(=O)C1COc2ccccc2O1 (stereo unspecified)	-8%	i	-16%	-10%	5%	-0.6%	-4.2	0%	i
CCSc1nc2ccccc2n1CCOc1ccccc1	0%	i	-21%	-2%	21%	-0.4%	-4.1	4%	i
O=C(CSc1nnc(-c2ccccc2F)n1CCc1ccccc1)Nc1ccc2[nH]c(=O)[nH]c2c1	-15%	i	-15%	-1%	3%	0.7%	-1.8	2%	i
Cc1ccoc1C(=O)NCCCNC(=O)c1occc1C	1%	i	5%	-5%	-4%	0.4%	0.0	0%	i
CCOc1ccc(S(=O)(=O)NCc2ccncc2)cc1NC(=O)c1ccccc1F	-2%	i	-24%	-21%	2.6µM*	-0.8%	-5.3	-12%	i
Nc1c(-c2ccccc2)c(CN2CCOCC2)nn1-c1cccc([N+](=O)[O-])c1	4%	?	-21%	4%	0%	13%	0.0	1%	i
O=C(CCCSc1nc2sc3c(c2c(=O)[nH]1)CCC3)NCCCO	-3%	i	-1%	-1%	?	-0.6%	0.5	3%[1.84 µM]	i
COc1cccc(CC(=O)NN2C(=O)NC3(CCCCC3)C2=O)c1	1%	i	20%	16%	5%	0.0%	0.5	0%	i
CC(=O)c1ccc(OCC(O)CN2CC(C)OC(C)C2)cc1 (stereo unspecified)	0%	i	1%	29%	12%	-0.7%	-1.3	2%	i
CCCCCCCC(=O)N/N=C/c1ccc([N+](=O)[O-])o1	1%	?	-108%	?	?	12%	0.6	-2%	i
O=C(O)/C=C\C(=O)Nc1ccccc1C(=O)NCc1ccccc1	-1%	i	-16%	-6%	5%	?	-0.4	-2%	i
COC(=O)c1ccc(NC(=S)NCCCn2ccnc2)cc1	1%	i	3%	14%	4%	0.5%	0.1	0%	i
C[C@@H](NC(=O)c1ncn(C)c1C(=O)N[C@H](C)c1ccccc1)c1ccccc1	-3%	i	-23%	-16%	-3%	-0.2%	-20	1%	i
CCOC(=O)c1cc(OC(=O)c2ccccc2C)n(-c2ccccc2)n1	·	i	0%	-1%	2%	-0.7%	·	-6%	·

Next results follow:
compound	MmCpn inh	S2 tox	HepG2 viability	TGFb SMAD3 inh	Nrf2 block	Nrf2 activator	CCT modulator	A549 tox	pAkt inh
Cc1ccc(S(=O)(=O)NCC(=O)OC(C(=O)c2ccccc2)c2ccccc2)cc1 (stereo unspecified)	3%	i	-14%	-13%	8%	-0.2%	0.9	1%	i
O=C(NCC1CCCCC1)c1cc(-c2cc(F)ccc2OCC2CCCO2)n[nH]1 (stereo unspecified)	·	?	-18%	-3%	·	-1.1%	-2.4	·	i
CC(=O)Nc1sc2c(c1CN1CCCC1)CCCC2	-5%	i	-3%	-9%	10%	0.2%	0.0	0%	i
Cc1nnc(NCc2cccc(Cl)c2)c2ccccc12	-3%	i	-9%	-19%	-1%	5.0%	1.7	1%	i
COc1ccccc1NC(=O)C1=C(C)Nc2nc(SCc3ccccc3)nn2C1c1ccccn1 (stereo unspecified)	·	i	10%	1%	-14%[9.27 µM]	0.5%	·	5%	·
CC(=O)NCCC(=O)Nc1nc(C)c(Cc2ccc3c(c2)OCO3)s1	-5%	?	3%	-12%	15%	5.2%	0.3	1%	i
O=c1n(Cc2cccc(C(F)(F)F)c2)c2ccccc2c2nc(-c3ccccc3)nn12	·	·	-19%	-32%	-1%	4.4%	·	7%	·
CC1CCCN(S(=O)(=O)c2cc3c4c(c2)CCN4C(=O)CC3)C1 (stereo unspecified)	-2%	i	-6%	12%	-9%	-0.2%	-0.2	-1%	i
CN1CCN(C(c2ccccc2)c2nnnn2Cc2ccccc2)CC1 (stereo unspecified)	-2%	i	-1%	1%	4%	-0.1%	1.3	5%	i
CCc1ccc(S(=O)(=O)NC2CC(C)(C)NC(C)(C)C2)cc1	-2%	i	-15%	11%	5%	0.2%	-1.6	1%	i
CCNc1nc(NCC)nc(N/N=C/c2ccccc2)n1	1%	i	-3%	0%	-5%	-0.6%	-0.9	4%	i
Cc1cc(Oc2nc3c(C)cccn3c(=O)c2/C=C(\C#N)S(=O)(=O)c2ccccc2)ccc1Cl	0%	·	1%	0%	10%	2.7%	-2.5	1%	i
Cc1c(-n2c(SCC(=O)N(C)C3CCS(=O)(=O)C3)nc3ccccc3c2=O)c(=O)n(-c2ccccc2)n1C (stereo unspecified)	1%	i	8%	17%	2%	-0.6%	4.0	-4%	i
C=CCN(c1ccc(C(=O)Nc2cccc(C)c2)cc1)S(C)(=O)=O	0%	i	-6%	-1%	0%	3.8%	0.3	2%	i
Nc1ccccc1Nc1cc(-c2ccccc2)[nH]n1	-2%	i	23%	?	?	12%	0.5	-13%	i

Additional records.
compound	MmCpn inh	S2 tox	HepG2 viability	TGFb SMAD3 inh	Nrf2 block	Nrf2 activator	CCT modulator	A549 tox	pAkt inh
Cc1ccc2nc(Nc3nc(CSc4nc5ccccc5s4)cc(=O)[nH]3)nc(C)c2c1	0%	i	0%	18%	10%	0.2%	-5.3	-5%	i
CCCCNCc1cc(Br)c(OCC(=O)N2CCOCC2)c(OC)c1	0%	i	-11%	6%	4%	0.2%	-2.6	-1%	i
CCN1CCN(Cc2c(O)ccc3c(C)cc(=O)oc23)CC1	-8%	i	-1%	14%	-17%	-0.5%	-0.9	-7%	i
CC(OC(=O)CN1C(=O)c2ccccc2C1=O)C(=O)NC1CCCCC1C (stereo unspecified)	2%	i	-44%	-1%	-3%	-0.4%	-2.8	0%	i
N=c1n(CCO)c2ccccc2n1Cc1ccc(Cl)cc1	1%	i	-35%	?	-2%	3.8%	-0.2	0%	i
CC(=O)c1ccc(NC(=O)C(C)OC(=O)c2ccc(NS(=O)(=O)c3ccc(F)c(F)c3)cc2)cc1 (stereo unspecified)	-4%	i	15%	?	?	0.0%	0.8	0%	i

Screening data (PubChem BioAssay)
